Screening results (PubChem BioAssay)
Statin myotox sup = protects C2C12 myotubes from simvastatin toxicity; ATP luminescence, 48 h; scaled: DMSO 0, geranylgeraniol control 100; rescue of ATP level, % at 7.49 µM; hit rate 0.78% among 330,000;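 active = mean ATP rescue above about 67%, or every replicate alone reaching that limit, limit read from the data, passing the limit was not always enough; inconclusive = no clear call, values can overlap the other calls; inactive = mean under the limit and some replicate under it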;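 note: myotubes were challenged with 10 µM simvastatin during compound exposure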
FN deposition inh = fibronectin deposition inhibition | AH1F fibroblasts, Alexa488-fibronectin deposition fluorescence, overnight | inhibition, % at 12.6 µM | hit rate 0.086% among 350,000 | AID 743247;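 active = mean inhibition across replicates of 30% or more, regardless of how many single replicates reach that level; inconclusive = mean under 30% yet at least half of replicates reach 30%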;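 note: positive control wells lacked labelled fibronectin entirely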
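Material: AH1F fibroblast monolayer depositing Alexa488-labelled fibronectin into matrix / Amount: 10000 AH1F cells per well / Signal: fluorescence 485/525 nm / Medium: DMEM, 2% serum / Compound: single dose, pinned / Incubation: 1 h cell adhesion before compound, then overnight fibronectin incubation / Reagent: Alexa488-FN, 24 nM final / Read-out: inhibition of fibronectin deposition signal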
Casp6 inh = inhibitors of human caspase-6; P55212; purified caspase-6, Z-VEID-R110 cleavage fluorescence; inhibition, % at 12.5 µM; hit rate 0.53% among 350,000; AID 686996;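 active = mean inhibition across replicates at least about 35%, with every replicate also reaching that limit, limit read from the data; inconclusive = only one of the two criteria met; inactive = neither criterion met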;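 note: 0% = median of neutral control wells and 100% = no fluorescence left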
Target sequence (P55212 24-179 limits assumed): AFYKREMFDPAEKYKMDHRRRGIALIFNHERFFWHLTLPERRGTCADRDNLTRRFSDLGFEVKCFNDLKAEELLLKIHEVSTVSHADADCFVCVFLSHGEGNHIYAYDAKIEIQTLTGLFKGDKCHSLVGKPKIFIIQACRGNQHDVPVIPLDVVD
Target sequence (P55212 194-293 limits assumed): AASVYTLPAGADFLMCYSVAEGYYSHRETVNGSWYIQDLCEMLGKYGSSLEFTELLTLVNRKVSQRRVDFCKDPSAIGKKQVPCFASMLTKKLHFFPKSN
SIRT5 block = inhibitors of human sirtuin-5 desuccinylase | inhibition, % at 15 µM | Purified SirT5, succinyl-peptide AMC, trypsin-coupled fluorescence | Q9NXA8 | hit rate 1.1% among 330,000; in the data active = inhibition above about 15%; inconclusive = no clear call, values can overlap the other calls
Target sequence (Q9NXA8 whole entry, looked up): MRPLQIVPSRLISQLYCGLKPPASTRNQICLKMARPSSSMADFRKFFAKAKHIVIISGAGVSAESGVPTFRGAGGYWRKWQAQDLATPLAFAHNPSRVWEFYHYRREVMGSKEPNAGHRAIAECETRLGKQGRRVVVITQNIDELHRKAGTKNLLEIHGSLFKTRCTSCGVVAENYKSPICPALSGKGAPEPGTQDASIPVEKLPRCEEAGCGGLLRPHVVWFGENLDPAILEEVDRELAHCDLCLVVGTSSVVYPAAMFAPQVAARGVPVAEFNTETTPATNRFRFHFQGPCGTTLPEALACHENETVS
esBAF inh = blocks esBAF chromatin remodeling in mouse ES cells; Bmi1-luciferase knock-in reporter, 24 h; 100% = twice the neutral-well signal; reporter increase, % at 12.5 µM; hit rate 2% among 350,000; AID 602393; in the data active = activation above about 40%; inconclusive = no clear call, values can overlap the other calls;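 note: 0% = median of the plate's neutral control wells and 100% = double that signal; a rise in the Bmi1 reporter signal indicates esBAF inhibition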
LGR2 antag = Drosophila LGR2 receptor signaling inhibition. inhibition, % at 9.99 µM. hit rate 0.35% among 380,000. AID 720647. HEK293 LGR2, CRE-luciferase, bursicon-stimulated, 4 h;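 active = drop in luminescence signal, shown as inhibition above about 50% in the replicate tests, limit read from the data, passing the limit was not always enough; inconclusive = probably only some replicates passing the limit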;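 note: agonist challenge used bursicon conditioned medium at about half maximal strength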
S100A4 MyoIIA = S100A4-myosin IIA interaction inhibition; P26447; S100A4/TAMRA-MyoIIA peptide fluorescence polarization; inhibition, % at 10.7 µM; hit rate 0.14% among 360,000;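 active = mean inhibition of at least 70% across replicates, with every replicate also reaching that level; inconclusive = mean inhibition reaches 70% but some replicates fall short; inactive = mean inhibition below 70%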
Target sequence (P26447 whole entry, looked up): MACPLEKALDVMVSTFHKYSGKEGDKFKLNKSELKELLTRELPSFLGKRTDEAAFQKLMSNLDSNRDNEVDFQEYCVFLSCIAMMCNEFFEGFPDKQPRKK
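Test system – S100A4 monomer (human) · Compound – single-point compound testing · Schedule – 5 min incubation before reading · Probe or stimulus – TAMRA-labelled myosin IIA heavy-chain peptide probe, 5 nM · Benchmarks – neutral control DMSO, positive control TFP · Medium – Calcium-containing HEPES buffer, pH 7.2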
* = called active by the depositor; ? = inconclusive; . = not tested or not shown. A portion of the library (hit frequency here may not be typical).

SMILES | Statin myotox sup | FN deposition inh | Casp6 inh | SIRT5 block | esBAF inh | LGR2 antag | S100A4 MyoIIA
Cc1ccc(S(=O)(=O)Nc2ccc3c(c2)C(=O)N([C@@H](C)CO)C[C@@H](C)[C@H](CN(C)Cc2ccccc2)OCCCC[C@@H](C)O3)cc1 | . | -3 | . | . | 7 | 21 | .
O=C1c2cccc3c([N+](=O)[O-])ccc(c23)C(=O)N1CC1CCCO1 (configuration not stated) | . | 10 | 4 | . | . | ? | 3
FC(F)(F)c1ccc(/C=N/n2c(C3CCCCC3)n[nH]c2=S)cc1 | -6 | 1 | 6 | -6 | -7 | 0 | 0
C[C@H]1CN([C@@H](C)CO)C(=O)Cc2cc(NS(=O)(=O)c3cn(C)cn3)ccc2O[C@H]1CN(C)C(=O)Nc1ccc(F)cc1 | -33 | -2 | 4 | -2 | 1 | 17 | -22
Cc1ccsc1CN(C)CC(=O)NCC(=O)Nc1ccc(F)cc1 | 8 | 5 | -1 | -3 | -7 | . | -4
COc1ccccc1CNC(=O)C(=O)NCC1OCCN1S(=O)(=O)c1ccccc1 (configuration not stated) | -1 | -13 | -4 | 6 | -7 | 12 | 3
CC(C)(C)OC(=O)NCc1ccc(CNC(=O)c2nc[nH]c2C(=O)N2CCN(c3ccccc3)CC2)cc1 | -2 | -3 | 3 | -1 | 6 | 14 | 0
COc1cccc(CC(=O)Nc2cc(S(=O)(=O)N3CCCCC3)ccc2C)c1 | -2 | -4 | 3 | 1 | 5 | 8 | -5
CC(=O)c1cccc(OC(=O)c2ccccc2)c1 | . | 4 | -1 | 8 | . | -28 | 2
O=C(C[C@@H]1CC[C@H]2[C@@H](COC[C@H](O)CN2C(=O)c2ccccc2)O1)Nc1ccccc1 | 8 | -2 | . | . | 5 | 11 | .
Cc1noc(C)c1NC(=O)N(C)C[C@H]1Oc2ccc(NS(=O)(=O)c3cn(C)cn3)cc2C(=O)N([C@H](C)CO)C[C@H]1C | 16 | . | -1 | -7 | -2 | 5 | 25
N/C(=N\OC(=O)C(c1ccccc1)c1ccccc1)c1cccnc1 | . | . | 6 | 0 | . | . | 9
CO[C@@H]1CN(C)C(=O)c2cc(NC(=O)c3cc(C)on3)ccc2OC[C@H](C)N(CC2CC2)C[C@H]1C | 0 | -10 | . | 1 | 3 | -4 | 4
N/C(=N\OC(=O)CN1C(=O)c2ccccc2C1=O)c1ccc(Br)cc1 | . | 1 | -2 | -1 | . | 4 | 15
COc1ccc(NC(=O)C[C@H]2C(=O)N(C3CCCCC3)C[C@@H]2C)cc1 | 1 | -3 | 0 | -4 | 0 | 5 | -2
CCOC(=O)C1CCCN(C(=O)c2ccc(OC(C)=O)cc2)C1 (configuration not stated) | 1 | 1 | . | . | -4 | . | .
Cc1c(Cl)cnc(NC(=O)COC(=O)CCc2nc3ccccc3s2)c1Cl | 5 | 1 | -2 | 0 | -5 | . | 5
O=C(NC1CC2CCC1C2)c1ccc(CN2CCOCC2)cc1 (configuration not stated) | -17 | 8 | . | . | 24 | . | .
CCCCCC(=O)N1C[C@@H](O)[C@H](n2cc(COC(=O)c3ccccc3)nn2)C[C@@H]1c1ccc(OC)cc1 | 10 | 6 | -2 | -1 | 8 | 6 | 2
COCC(=O)N1C[C@H](C)[C@H](OC)CN(C)C(=O)c2ccc(NC(=O)Nc3ccccc3)cc2OC[C@@H]1C | 15 | 2 | 2 | -2 | 6 | -3 | 12
COc1ccc(CNC(=O)C[C@H]2C[C@H]3c4cc(NC(=O)CN(C)C)ccc4O[C@H]3[C@H](CO)O2)cc1 | 10 | . | 0 | 1 | 0 | -5 | 9
CNC(=S)N/N=C/c1ccc(-c2ccc(C(=O)O)cc2)o1 | . | 0 | 18 | . | . | 5 | -11
O=C1CC(N2CCOCC2)C(=O)N1c1ccc2c(c1)OCO2 (configuration not stated) | 2 | . | . | . | -3 | -10 | .
Nc1nc2c(Cl)cc(Cl)cc2s1 | 3 | . | 0 | -2 | -5 | -16 | -1
N#Cc1cc[n+](CC(=O)c2ccc(NC(=O)c3ccccc3)cc2)cc1 | -7 | 4 | . | -11 | 13 | -5 | -2
Cc1ccc(C(=O)N/N=C/c2ccoc2)cc1C | -6 | . | 1 | 0 | 50* | -12 | -3
C[C@@H]1O[C@@H]1P(=O)(O)O | 7 | 3 | 4 | 1 | -4 | . | 1
Cc1cnc(CNC(=O)C2CCC(=O)N(CCc3ccc(Cl)cc3)C2)cn1 (configuration not stated) | . | 3 | 0 | -3 | . | 5 | -3
CC(=O)Nc1ccc(S(=O)(=O)N(Cc2ccccc2)c2ccccn2)cc1 | -2 | -1 | -2 | -1 | -2 | 2 | -10
Cc1cc(C)n(/C(=C/N(C)C)C(=O)c2ccccc2)n1 | . | -3 | -4 | 0 | . | -16 | 4
CCCC[C@@H]1C=C(C(=O)O)[C@H](c2ccc(Br)cc2)N1S(=O)(=O)c1ccc(C)cc1 | 10 | 0 | 8 | 3 | -6 | 11 | -1
COc1ccc(-c2nc(CS(=O)CC(=O)NC3CCCCC3C)c(C)o2)cc1 (configuration not stated) | 44 | 9 | 2 | 1 | 1 | 2 | -14
O=C(C[C@@H]1CC[C@@H]2[C@H](COC[C@H](O)CN2C(=O)Nc2ccc(C(F)(F)F)cc2)O1)NCC1CCCCC1 | -48 | -14 | -2 | 0 | 7 | -7 | 3
CC(=O)Nc1ccc(NC(=O)/C=C/c2ccc(Cl)cc2)cc1 | . | -1 | -1 | -3 | . | 0 | 2
COc1cc(OC)cc(C(=O)N2CCN(S(=O)(=O)c3ccc(Cl)s3)CC2)c1 | -10 | -2 | 5 | 2 | -10 | 5 | 17
COc1ccccc1N1CCN(/N=C/c2ccc(O)cc2O)CC1 | 2 | 6 | 0 | -3 | 61* | -90 | 32
CCOC(=O)c1oc2nc3c(cc2c1N)COC(C)(C)C3 | -2 | 4 | . | . | 4 | . | .
COc1ccc(NC(=O)Nc2ccc3c(c2)C(=O)N([C@H](C)CO)C[C@@H](C)[C@H](CN(C)Cc2ccc(-c4ccccc4)cc2)O3)cc1 | -76 | . | 0 | 14 | 0 | 7 | -16
CC(C)NC(=O)N[C@@H]1CC[C@H](CCn2cc(-c3ccc(F)cc3)nn2)O[C@H]1CO | -13 | . | 4 | 1 | -2 | -3 | 1
CN1CCN(C(=O)c2ccc(-c3ccc(F)c(F)c3)c3ccoc23)CC1 | -1 | 6 | 1 | -2 | -4 | 1 | 0

Gathered by group, the entries above containing a thiophene ring, fused or not.
SMILES | Statin myotox sup | FN deposition inh | Casp6 inh | SIRT5 block | esBAF inh | LGR2 antag | S100A4 MyoIIA
Cc1ccsc1CN(C)CC(=O)NCC(=O)Nc1ccc(F)cc1 | 8 | 5 | -1 | -3 | -7 | . | -4
COc1cc(OC)cc(C(=O)N2CCN(S(=O)(=O)c3ccc(Cl)s3)CC2)c1 | -10 | -2 | 5 | 2 | -10 | 5 | 17

Later entries
SMILES | Statin myotox sup | FN deposition inh | Casp6 inh | SIRT5 block | esBAF inh | LGR2 antag | S100A4 MyoIIA
CC(C)C(=O)Nc1nnc(Cc2c[nH]c3ccccc23)s1 | . | -1 | 5 | -2 | . | . | -48
CC(C)(C#N)C(C)(C)c1nn[nH]n1 | 13 | . | 0 | 0 | 0 | 5 | 3
COc1ccc(S(=O)(=O)Nc2ccc3c(c2)CC(=O)N([C@@H](C)CO)C[C@H](C)[C@@H](CN(C)CC2CCCCC2)O3)cc1 | 34 | . | 1 | 16* | 2 | 2 | -18
OC[C@H]1[C@@H](c2ccccc2)C2(CN(Cc3nccs3)C2)N1Cc1cc(F)ccc1F | . | -17 | -1 | 0 | . | 0 | -5
Cc1cccc(N2CCN(C(=O)Cn3nc(C)n4cccc4c3=O)CC2C)c1 (configuration not stated) | 5 | 0 | -3 | -3 | -4 | 1 | -2
O=c1c2cc(Cl)ccc2nc(-c2ccccc2Cl)n1O | . | . | 2 | 4 | . | 5 | -1
CN(C)C(=O)c1cccc(-c2ccc3c(c2)[C@H]2[C@H](CCN2C(=O)c2ccncc2)[C@@H](CO)N3C)c1 | 2 | 2 | -1 | 2 | 3 | 1 | 18
CC(C)C#Cc1ccc2c(c1)O[C@@H](CN(C)Cc1ccccc1)[C@@H](C)CN([C@H](C)CO)S2(=O)=O | 8 | -6 | -2 | 1 | -1 | 7 | 4
Cc1ccc(C2C(C(=O)c3ccco3)=C(O)C(=O)N2c2ncccn2)cc1 (configuration not stated) | . | -13 | -3 | 0 | . | -9 | 1
CC1(C)CN(c2ccc(-c3ccnc4ncnn34)cc2)C1=O | . | -7 | 1 | -53 | . | . | 2
CC(=O)NC(CC(=O)NNC(=O)COc1c(C)cccc1C)c1ccccc1 (configuration not stated) | . | 1 | -1 | -5 | . | 42 | -1
CNC(=O)C1=C[C@H](c2ccc(C(=O)OC)cc2)C[C@H](OCc2ccc(CO)cc2)O1 | . | . | 1 | -1 | . | . | -51
COc1ccc2[nH]cc(CCNC(=O)COc3cc(C)cc4oc(=O)cc(C)c34)c2c1 | 3 | . | 0 | -4 | 16 | -4 | -4
CN(C(=O)c1ccc(NC(=O)Cc2cccc(NC(=O)C3CCN(C(=O)c4ccccc4)CC3)c2)cc1)C1CCCC1 | 4 | -13 | 1 | . | 4 | 7 | 0
CCN(CC(=O)Nc1cccc(OC)c1)CC(=O)Nc1ccc(Br)c(C)c1 | -4 | 6 | 2 | -2 | 1 | -16 | -4
CN1CCN(C(=O)C[C@@H]2CC[C@@H]3[C@H](COC[C@@H](O)CN3Cc3cccc(F)c3)O2)CC1 | -11 | 5 | . | . | 1 | 3 | .
O=C(O)c1ccc2ncsc2c1 | . | -7 | 34 | -1 | . | 3 | 1
CCn1c(SCC(=O)NNC(=O)Cc2ccccc2)nnc1-c1ccncc1 | . | 1 | -3 | -2 | . | -11 | 5
COc1cc(NC(=O)COc2ccc(Cl)cc2)ccc1-c1cc2ccccc2oc1=O | . | -2 | -2 | -2 | . | 7 | 5
COc1ccc(CN(C)C[C@H]2Oc3ccc(NC(=O)Cn4cnnn4)cc3C(=O)N([C@@H](C)CO)C[C@H]2C)cc1 | -16 | . | 0 | 0 | -1 | -27 | -1
CCOCCCNC(=O)C1CCN(C(=O)N(C)C)CC1 | 6 | . | 2 | 1 | -6 | -17 | -2
CCS(=O)(=O)N[C@H]1C=C[C@@H](CC(=O)Nc2ccc(-c3ccccc3)cc2)O[C@@H]1CO | -10 | -8 | 16 | 2 | 17 | -1 | -4
Cc1nn(Cc2ccc(Cl)cc2)c2sc(C(=O)O)cc12 | . | 5 | 1 | 3 | . | -16 | -4
CN(C)c1ccc(NC(=O)C(=O)C2C(=O)Nc3ccccc32)cc1 (configuration not stated) | -4 | 5 | 2 | -9 | 26 | 7 | -2
CC(C)CCCN1C(N(C)C)=NC[C@@H]1Cc1ccccc1 | -46 | 1 | 4 | -3 | -14 | -10 | -5
C[C@H]1CN([C@@H](C)CO)C(=O)c2cccc(N(C)C)c2O[C@@H]1CN(C)Cc1ccccc1 | 30 | . | 0 | 3 | 0 | -6 | -1

Entries of single compounds, quoted from the list:
Results for CC(C)CCCN1C(N(C)C)=NC[C@@H]1Cc1ccccc1 : Statin myotox sup: -46; FN deposition inh: 1; Casp6 inh: 4; SIRT5 block: -3; esBAF inh: -14; LGR2 antag: -10; S100A4 MyoIIA: -5
Results for Cc1nn(Cc2ccc(Cl)cc2)c2sc(C(=O)O)cc12 : Statin myotox sup: .; FN deposition inh: 5; Casp6 inh: 1; SIRT5 block: 3; esBAF inh: .; LGR2 antag: -16; S100A4 MyoIIA: -4
